Screens deposited in PubChem BioAssay by several laboratories.
14-3-3 Bad PPI: disrupts binding of bovine 14-3-3 zeta to phospho-Bad peptide. AID 781. TR-FRET 14-3-3zeta/Dy647-pBad peptide displacement, 1 h. inhibition, % at 21.7 µM. 0.71% of 220,000 active;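 active = inhibition above about 70%, limit read from the data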;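 also: 0% = full 14-3-3 plus peptide FRET controls and 100% = background without 14-3-3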
NPY-Y1 PAM-ag: human NPY-Y1 potentiation or agonism, primary screen. P25929. NPY-Y1 expressing cells, potentiator/agonist activation. activation, % at 3.6 µM. 0.37% of 220,000 active; in the data active = activation above about 33%, passing the limit was not always enough;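 also: cells stimulated with NPY at EC10 then isoproterenol at EC100; 0% = low agonist plus stimulus and 100% = saturating agonist plus stimulus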
Target sequence (P25929 whole entry, looked up): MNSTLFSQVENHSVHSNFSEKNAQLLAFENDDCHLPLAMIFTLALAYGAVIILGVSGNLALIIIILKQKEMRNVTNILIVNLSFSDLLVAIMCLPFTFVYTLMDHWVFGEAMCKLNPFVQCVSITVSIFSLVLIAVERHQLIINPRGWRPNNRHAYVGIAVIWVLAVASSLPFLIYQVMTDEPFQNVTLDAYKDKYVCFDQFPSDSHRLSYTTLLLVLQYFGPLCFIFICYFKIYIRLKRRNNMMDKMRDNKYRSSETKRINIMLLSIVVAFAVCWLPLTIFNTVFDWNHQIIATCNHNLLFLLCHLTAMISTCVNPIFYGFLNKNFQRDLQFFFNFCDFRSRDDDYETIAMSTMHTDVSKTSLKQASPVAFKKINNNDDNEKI
EP2 mod: EP2 receptor (human) modulation | EP2-expressing cells, cAMP HTRF FRET, PGE2 co-stimulation | induction, % at 25 µM | 0.83% of 260,000 active | AID 940;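 active = compounds whose cAMP rise, as percent of the full-agonist control response, exceeds 60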;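 also: rat C6 glioma line stably carrying human EP2 under a CMV promoter; the protocol text gives 20 µM as final concentration; 100% = response of wells given 1 µM PGE2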
zfTRPN1 agonist: zebrafish TRPN1 (NompC) channel agonism | HEK293 zebrafish TRPN1-YFP, Fluo-8 calcium fluorescence; 100% = response to 87 µM carbachol | activation, % at 3 µM | 0.18% of 220,000 active | AID 1424;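 active = activation above its plate's cutoff, the mean activation of test wells on that plate plus 3 SD, cut at about 19% in these data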;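 also: 0% = DMSO alone and 100% = 87 µM carbachol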
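Assay system: Zebrafish TRPN1-YFP in HEK293 cells | Incubation: Dye loading 1 h at 37 °C, then 30 min room temperature | Measured by: Kinetic Fluo-8 fluorescence, ex 470-495, em 515-575 nm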
PGE2 EP2 inh: inhibitors of human EP2 prostaglandin E2 receptor | inhibition, % at 25 µM | 0.52% of 260,000 active | P43116 | C6 glioma cells expressing human EP2, cAMP TR-FRET; cells stimulated with saturating PGE2;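 active = percent inhibition above 40 after rounding to a whole number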;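 also: rat C6 glioma host cells with rolipram phosphodiesterase inhibitor present; the protocol text gives 20 µM as final concentration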
CHOP inh: blocks CHOP induction under ER stress | CHO-K1 CHOP-promoter luciferase, tunicamycin-induced, 15-18 h | inhibition, % at 10 µM | 3.8% of 220,000 active | AID 2732;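 active = compounds that reduced the stress-induced luciferase reporter signal by more than about 70% of percent inhibition, limit read from the data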;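 also: 0% = tunicamycin plus vehicle and 100% = wells without tunicamycin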
TRPML3 agonist: human mucolipin-3 channel agonism; HEK293 TRPML3-YFP, Fluo-8 calcium fluorescence; 100% = the carbachol control signal; AID 1448; Q8TDD5; 0.29% of 220,000 active; activation, % at 3 µM;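 active = activation above its plate's cutoff, the mean activation of the plate's test wells plus 3 SD, cut at about 12% in these data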;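 also: 0% = DMSO only wells and 100% = carbachol wells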
Target sequence (Q8TDD5 whole entry, looked up): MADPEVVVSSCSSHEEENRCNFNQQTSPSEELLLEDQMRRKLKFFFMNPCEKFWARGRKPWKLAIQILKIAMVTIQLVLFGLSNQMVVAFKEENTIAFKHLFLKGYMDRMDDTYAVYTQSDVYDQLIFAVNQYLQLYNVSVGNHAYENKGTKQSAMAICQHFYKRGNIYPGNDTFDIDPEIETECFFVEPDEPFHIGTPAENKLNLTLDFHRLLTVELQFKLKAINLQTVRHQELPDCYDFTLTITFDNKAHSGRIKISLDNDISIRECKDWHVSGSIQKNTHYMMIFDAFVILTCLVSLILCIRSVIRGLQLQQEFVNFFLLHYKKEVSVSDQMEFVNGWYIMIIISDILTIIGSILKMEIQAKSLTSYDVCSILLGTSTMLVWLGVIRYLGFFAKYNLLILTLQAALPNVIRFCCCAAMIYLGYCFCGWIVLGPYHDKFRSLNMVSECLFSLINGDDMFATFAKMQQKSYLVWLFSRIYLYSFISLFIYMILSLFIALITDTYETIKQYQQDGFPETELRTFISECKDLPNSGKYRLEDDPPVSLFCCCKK
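Test system: HEK293 cells stably carrying human TRPML3-YFP; Doses: single dose, 3 µM final nominal compound, 0.3% DMSO final; Schedule: dye loading 1 h 37 °C then 30 min ambient, 125 s read; Technique: Fluo-8 calcium fluorescence; Benchmarks: high control carbachol 87 µM, low control DMSO.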
PPC-1+TRAIL kill: kills PPC-1 cancer cells in the presence of TRAIL; PPC-1 cells + TRAIL, ATPLite viability luminescence; cell killing (% activity), % at 4 µM; 0.41% of 220,000 active; AID 1443;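 active = cell killing above 50% in the first pass at 4 µM, then a duplicate retest at 5 µM averaging 50% or more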;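 also: plate controls were cells with TRAIL plus DMSO for no effect and medium-only wells lacking cells for full effect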
NPY Y1 blocker: NPY-Y1 (human) receptor antagonism | AID 1040 | HEK293-CNG Y1 cells, membrane potential fluorescence; NPY at EC95, then isoproterenol | inhibition, % at 3.6 µM | P25929 | 1% of 200,000 active;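 active = inhibition above the campaign mean inhibition of all tested compounds plus 3 SD, cut at about 20% in these data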;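 also: 0% = DMSO wells given NPY plus isoproterenol and 100% = isoproterenol alone without NPY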
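Material: HEK293 cells co-expressing NPY Y1 receptor and cyclic-nucleotide gated channel. Timing: compound incubation 1 h at room temperature, readout 45 min post-stimulation. Signal: fluorescence, membrane potential probe.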
* hit, by the source's call; . = no result given; & = joins results of further samples; [ ] = another dose, or the depositor's remark. A portion of the library (hit frequency here may not be typical).

Preview, 9 compounds:
SMILES	14-3-3 Bad PPI	NPY-Y1 PAM-ag	EP2 mod	zfTRPN1 agonist	PGE2 EP2 inh	CHOP inh	TRPML3 agonist	PPC-1+TRAIL kill	NPY Y1 blocker
CC(=O)C1=C(O)C(=O)N(CCC(=O)O)C1c1ccc(Cl)cc1Cl (configuration not stated)	33	0	47&28	-0.5	15&26	36	1.0	9	3
O=C(Cn1c(CO)nc2ccccc21)NCCc1ccc(F)cc1	3	3	0	0.3	4	-1	-0.1	20	-2
C=CCNC(=O)c1sc(-c2ccccc2)nc1C	-8	-2	-47	-0.3	10	-11	0.5	-4	1
O=c1c2ccccc2cnn1-c1nc2ccccc2[nH]1	-1	6	-27	0.3	2	93*	0.5	94*[5 µM]	5
Cc1cc(NC(=O)C2CCCN2C(=O)Nc2c(C)cccc2C)ccc1-n1cnnn1 (configuration not stated)	-5	-3	21	-1.0	3	23	0.3	1	-1
Cc1cc(NC(=O)CSCc2ccccc2C)no1	-19	12	26	0.1	3	16	-0.1	-24	3
Cc1c(NC(=O)c2ccccc2NS(=O)(=O)c2ccc(Br)cc2)c(=O)n(-c2ccccc2)n1C	0	11	19	-1.0	4	-18	0.2	14	2
Cc1ccccc1-c1nc(CN2CCC(C(=O)NCCC3=CCCCC3)CC2)c(C)o1	-13	-35	-24	-1.2	2	71*	1.5	16	15
COc1ccc(NC(=O)CN2C(=O)N(C)Cc3ccccc32)c(C)c1	10	2	11	-0.2	5	21	0.2	-28	0

All compounds of this part, from the start:
SMILES	14-3-3 Bad PPI	NPY-Y1 PAM-ag	EP2 mod	zfTRPN1 agonist	PGE2 EP2 inh	CHOP inh	TRPML3 agonist	PPC-1+TRAIL kill	NPY Y1 blocker
CC(=O)C1=C(O)C(=O)N(CCC(=O)O)C1c1ccc(Cl)cc1Cl (configuration not stated)	33	0	47&28	-0.5	15&26	36	1.0	9	3
O=C(Cn1c(CO)nc2ccccc21)NCCc1ccc(F)cc1	3	3	0	0.3	4	-1	-0.1	20	-2
C=CCNC(=O)c1sc(-c2ccccc2)nc1C	-8	-2	-47	-0.3	10	-11	0.5	-4	1
O=c1c2ccccc2cnn1-c1nc2ccccc2[nH]1	-1	6	-27	0.3	2	93*	0.5	94*[5 µM]	5
Cc1cc(NC(=O)C2CCCN2C(=O)Nc2c(C)cccc2C)ccc1-n1cnnn1 (configuration not stated)	-5	-3	21	-1.0	3	23	0.3	1	-1
Cc1cc(NC(=O)CSCc2ccccc2C)no1	-19	12	26	0.1	3	16	-0.1	-24	3
Cc1c(NC(=O)c2ccccc2NS(=O)(=O)c2ccc(Br)cc2)c(=O)n(-c2ccccc2)n1C	0	11	19	-1.0	4	-18	0.2	14	2
Cc1ccccc1-c1nc(CN2CCC(C(=O)NCCC3=CCCCC3)CC2)c(C)o1	-13	-35	-24	-1.2	2	71*	1.5	16	15
COc1ccc(NC(=O)CN2C(=O)N(C)Cc3ccccc32)c(C)c1	10	2	11	-0.2	5	21	0.2	-28	0
CCOC(=O)c1cc2c(C)n(-c3ccc(C)cc3)c(C)c2ccc1=O	-16	6	-30	1.0	8	-137	1.2	-4	-4
OC(CN1CCN(c2ccccn2)CC1)Cn1c2ccccc2c2ccccc21 (configuration not stated)	-9	-22	-20	1.4	7	72*	0.8	22	16
CCCC1CCC(=C(C#N)C(N)=O)CC1 (configuration not stated)	-23	-8	20	0.9	13	10	0.6	1	9
Cc1ccc(NCc2cccnc2)c(Br)c1	45[fluorescence artefact?]	12	28	-0.6	11	10	-0.7	18	-1
CCOc1ccccc1C1C(C#N)=C(N)Oc2n[nH]c(CC)c21 (configuration not stated)	2	-4	14	-0.4	8	6	-0.1	15	7
Cc1ccnc(NC(=O)COc2ccccc2[N+](=O)[O-])c1	-11	0	-9	0.7	10	19	0.7	44[5 µM]	-3
CCC(=O)c1ccc(O)c(CC=C(C)C)c1	-8	12	30	-2.3	12	43	-1.4	-8	-5
CCn1cc(C(C)NC(=O)Nc2ccc3c(c2)OCO3)c(C)n1 (configuration not stated)	-12	9	15	1.3	8	-8	0.5	5	2
CN1CCN(C(=O)c2ccc3c(c2)N(Cc2ccc(Cl)cc2)C(=O)c2ccccc2S3=O)CC1 (configuration not stated)	3[fluorescence artefact?]	0	-12	1.1	12	16	0.5	22	-4
CCOC(=O)C1(CCOC)CCN(Cc2nc(-c3cccs3)oc2C)CC1	-12	-12	-14	0.1	3	18	0.0	8	4
COc1ccccc1-c1nc2ccccc2nc1-c1ccccc1OC	8	-12	21	-0.8	10	-16	-0.8	16	9
O=C(c1ccc(C#CC2(O)CCCCC2)cc1)N1CCN(Cc2ccccc2)CC1	5	9	-26	2.5	23	43	2.0	-6	-9
CC(=O)c1ccc(N2CCN(C(=O)Nc3ccc(C(C)C)cc3)CC2)cc1	-3	23	-90	14	2	30	4.8	18	-3
O=C(CSc1nc2ccccc2s1)NCc1ccc2c(c1)OCO2	-3	-45	-24	-0.8	8	39	-0.1	-4	6
Cc1ccsc1C=Nc1ccc(O)cc1	20	13	-5	0.4	4	.	-0.1	6	-3
CC(=O)c1cc2c(cc1NC(=O)C1CCC1)OCO2	6	11	29	-0.8	8	8	0.1	8	11
COc1cccc(Nc2ncc(C#N)c(N)n2)c1	-1	7	13	-1.6	11	-5	0.5	-11	.
COc1ccc(NC(=S)NC(=O)c2ccc(Br)o2)cc1	-7	-14	-28	0.4	6	-45	0.3	23	8
O=C(c1ccoc1)N1CCC2(CC1)Oc1ccc(F)cc1C(=O)C21CC(c2ccc(Cl)cc2)=NO1 (configuration not stated)	0	.	-11	.	7	-1	.	18	.
O=C(O)CC/C(=N/NC(=O)CNC(=O)Cc1ccc(Cl)cc1)c1ccccc1	-1	2	-28	-1.5	9	-12	0.2	-8	.
Cn1c2ccccc2c2cc(C(=O)NNS(=O)(=O)c3ccc(F)cc3)sc21	.	-5	-38	-0.6	8	52	-0.8	14	2
CCC(C)[C@H](N)c1cn([C@@H](Cc2ccc(O)cc2)C(=O)N2CCNCC2)nn1 (some centres not stated)	-2	5	17	0.8	12	32	0.4	9	-2
O=C(CCNC(=O)Cn1ccc2ccccc2c1=O)NCc1ccccn1	-8	5	6	0.0	14	-5	1.0	8	-4
COCC(=O)OCC(=O)Nc1cc([N+](=O)[O-])ccc1Cl	-15	-8	24	0.7	9	-11	0.7	3	-6
Cc1nnc(NC2=NCCC2)s1	-5	6	2	0.0	23	-10	0.6	16[5 µM]	8
COc1cc(CN2CCCC(C(=O)c3ccc4c5c(cccc35)CC4)C2)cc(OC)c1O (configuration not stated)	-12	-16	-47	2.8	5	-18	1.4	8	12
N/C(=N\OC(=O)CCCc1ccccc1)c1cccnc1	1	-2	16	-0.6	1	21	0.3	-3	-2
Cc1noc(C)c1S(=O)(=O)N(CC(=O)N1CCn2c1nc1ccccc12)c1ccc(C(C)C)cc1	-2	-6	11	-0.5	12	38	-0.1	-25	2
O=C(NN=C1CCN(Cc2ccccc2)CC1)c1cccc(S(=O)(=O)Nc2ccccc2Cl)c1	-12	-17	17	0.7	7	21	0.6	12	1
O=C1C=C(Nc2cccc(O)c2)CC(c2ccco2)C1 (configuration not stated)	-6	-8	5	1.1	0	5	0.3	13	-4
O=C(CSc1nnc(Cc2ccccc2)o1)Nc1ccccc1	-1	-5	3	0.2	5	-8	-0.6	17	3
CCCc1cc(C(=O)Nc2sc3c(c2C(=O)OCC)CCCC3)no1	6[fluorescence artefact?]	17	20	-0.1	8	36	1.1	9	0
COc1ccc(C(=O)NNc2cc(C)nc(NNC(=O)c3ccc(OC)cc3)n2)cc1	-12	4	12	0.8	8	-6	0.0	-4	3
O=C(CCc1nnc(CCCc2ccccc2)o1)NCCCC1CCCC1	9	-20	0	-0.4	4	-4	0.1	11	6
CCc1ccccc1N1C[C@@]23C=C[C@@H](O2)C(C(=O)OCC(C)C)[C@H]3C1=O (some centres not stated)	-3[fluorescence artefact?]	-10	7	-0.8	4	-7	-1.3	-21	-1
COC(=O)c1cnc(Nc2ccc(Cl)cc2)c([N+](=O)[O-])c1	-1	5	-18	0.5	8	-9	0.9	13	.
Cc1cccc(CCNC(=O)CN(C)S(=O)(=O)c2cnc[nH]2)c1	4	-4	-2	1.1	6	-8	1.5	14	5
CCC(CC)C(=O)N1CCN(c2ccccc2)CC1	3	1	4	-0.7	8	12	1.4	22	5
COc1ccc(C2CC(c3ccc(C)o3)=NN2C(C)=O)cc1 (configuration not stated)	4	21	8	-0.3	3	-20	-0.8	2	0
COc1ccc(-c2nn(CC(=O)Nc3ccc(Cl)c(Cl)c3)c(=O)c3ccccc23)cc1	.	-36	.	0.7	12	.	-0.7	16	11
Cc1c(N=C/C=C/c2ccccc2)c(=O)n(-c2ccccc2)n1C	-9	-11	6	1.3	8	-2	0.6	-19	4
CC1CC(CC(=O)NC(=S)Nc2ccccc2Cl)C(=O)O1 (configuration not stated)	-8	-16	-1	0.3	1	0	0.4	9	0
Cc1cc(C)cc(NC(=S)NCCN(C2CCCCC2)C2CCCC2)c1	-7	-14	-8	0.0	7	6	-0.1	6	21*
CSc1nc(-c2ccc(Cl)cc2)nc(N)c1C#N	12	-11	12	0.3	7	-21	0.4	7	.
CCCn1cnc2sc(CC)cc2c1=O	-2	-79	50	0.6	8	1	1.2	11	1
CCOC(=O)C1C(=O)CC(C)(O)C(C(=O)OCC)C1c1ccco1 (configuration not stated)	-3	4	20	1.1	11	-2	0.9	31	-5
O=C1NCCN/C1=C\C(=O)c1ccc(Cl)cc1	-4	-11	-36	0.9	3	-7	0.8	-8	.
COC(=O)c1[nH]c(C)c(/C(O)=C2\C(=O)C(=O)N(CCN(C)C)C2c2cccc(OC)c2OC)c1C (configuration not stated)	-4	-5	-1	-0.2	.	-12	0.1	11	-2
O=C(CCn1c(=S)[nH]c2cc3c(cc2c1=O)OCO3)N1CCN(C2CCCCC2)CC1	.	3	.	-0.7	.	.	0.8	.	0
